# RTF Ca sens inh – cardiac RTF calcium desensitization; P19429+P45379; IANBD-labeled cardiac RTF, Ca2+ fluorescence; inhibition, % at 7.15 µM; 340,000 compounds, 0.12% hits;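 active = inhibition above the mean inhibition of all tested compounds plus 3 SD, cut at about 17% in these data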;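 note: assay run at fixed EC70 calcium of 1.6 mM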
# RTF Ca sens act – increases calcium sensitivity of human cardiac regulated thin filaments; P19429+P45379; IANBD-labeled TnC RTF fluorescence at EC20 calcium; 0% EC20 calcium, 100% full calcium; activation, % at 7.2 µM; 340,000 compounds, 0.24% hits; AID 493008;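 active = activation above the mean over all tested compounds plus 3 SD, cut at about 30% in these data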;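 note: rise in fluorescence read as greater calcium sensitivity of cardiac thin filaments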
# CAL PDZ FP-1 – blocks peptide binding to human CAL PDZ domain | purified CAL PDZ, TMR-peptide fluorescence polarization, 1 h | 330,000 compounds, 0.02% hits | Q9HD26 | inhibition, % at 20 µM | AID 504414;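 active = highest replicate inhibition of at least 40%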;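 note: plate controls were DMSO neutral control wells for no effect and unlabeled competitor peptide control wells for full effect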
#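 Test system: purified CerCALP PDZ construct; Compound dosing: one concentration, 20 µM compound; Also added: TMR-labelled reporter peptide T*-PRC34 bound in PDZ groove; Read-out: inhibition from polarization loss; Controls: unlabelled peptide and DMSO controls; Signal: FP readout, S and P plane fluorescence; Incubation: 1 h at RT.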
# PKA-R2B act – activators of human PKA-R2B complex; P22694+P31323; PKA-R2B holoenzyme dissociation, Cy5-IP20 fluorescence polarization; R2B truncated from residue 108, S112A mutant; 0% DMSO only, 100% 113 µM cGMP; activation, % at 11.4 µM; 340,000 compounds, 0.079% hits;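 active = activation above a cutoff set at the mean over all compounds plus 3 SD, cut at about 18% in these data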;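 note: higher means more holoenzyme dissociation and a rise in polarization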
# Target sequence (P31323 whole entry, looked up, other chains not shown, the tested form may be a part): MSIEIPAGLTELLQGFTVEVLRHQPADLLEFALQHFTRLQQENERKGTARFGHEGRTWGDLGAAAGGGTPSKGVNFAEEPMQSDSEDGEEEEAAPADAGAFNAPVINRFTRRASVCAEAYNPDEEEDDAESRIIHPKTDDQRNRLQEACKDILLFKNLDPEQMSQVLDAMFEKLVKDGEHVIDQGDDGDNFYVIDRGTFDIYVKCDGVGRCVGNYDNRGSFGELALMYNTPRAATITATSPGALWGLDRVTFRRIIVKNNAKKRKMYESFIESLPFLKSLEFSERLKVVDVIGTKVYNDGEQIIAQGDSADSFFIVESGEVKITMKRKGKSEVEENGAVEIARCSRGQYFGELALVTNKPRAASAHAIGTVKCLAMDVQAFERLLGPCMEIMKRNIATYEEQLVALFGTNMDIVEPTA
# SR-BI uptake up – activators of SR-BI mediated HDL lipid uptake | CHO ldlA[mSR-BI] cells, DiI-HDL uptake fluorescence, 3 h; 100 = double the neutral-control signal | activation, % at 12.5 µM | 320,000 compounds, 0.096% hits | AID 504775;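 active = mean replicate activation of at least 60% and every replicate at or above 60%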;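 note: 0% = median plate neutral-control signal and 100% = twice that signal; values of inactives mirror those of a sister screen read the other way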
#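 System: LDL receptor-deficient CHO ldlA cells overexpressing murine SR-BI | Timing: 3 h uptake period with compound, 37 °C | Medium: HEPES-buffered (25 mM, pH 7.4) F12 plus 0.5% BSA | Dosing: Single-point compound dose | Signal: Bottom-read fluorescence, 550/595 nm | Read-out: Retained DiI signal reflecting DiI-HDL uptake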
# LANA DNA inh – KSHV C-LANA DNA binding inhibition | MBP-C-LANA/FAM-LBS DNA binding, fluorescence polarization | inhibition, % at 9 µM | 340,000 compounds, 0.078% hits | AID 504423;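 active = highest replicate inhibition at or above 60% at 9 µM, even if other replicates fall short; inactive = all replicates below 60% inhibition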;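 note: 0% = neutral control wells and 100% = 4 µM acridine orange control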
# Rtt109 HAT inh – inhibitors of Candida albicans Rtt109/Vps75 histone acetyltransferase; Q5AAJ8; purified Rtt109/Vps75, ThioGlo CoA-SH fluorescence, 4 h; inhibition, % at 34.9 µM; 330,000 compounds, 0.16% hits;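 active = inhibition of at least 50% in every replicate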
# DAGLB inh – blocks human DAGLB lipase activity. inhibition, % at 5.17 µM. Q8NCG7. 340,000 compounds, 0.059% hits. AID 504411. HEK293T DAGLB membrane lysate, EnzChek fluorogenic substrate; in the data active = inhibition above about 34%;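 note: 0% = enzyme with vehicle and 100% = wells lacking enzyme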
# CAL PDZ FP-2 – CAL PDZ (human) peptide binding inhibition; purified CAL PDZ, TMR-peptide fluorescence polarization, 1 h; inhibition, % at 24.9 µM; 300,000 compounds, 0.92% hits; AID 602252;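 active = mean inhibition of at least 30% with at least half of replicates also reaching 30%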;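 note: 0% = DMSO neutral control and 100% = excess unlabeled competitor peptide PRC23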
# Keap1-Nrf2 PPI – disrupts human Keap1 binding to Nrf2 peptide. Q14145. Keap1 Kelch-Nrf2 peptide fluorescence polarization, 1536-well. inhibition, % at 9.4 µM. 340,000 compounds, 0.15% hits. AID 504523; in the data active = inhibition above about 12%;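 note: human Keap1 Kelch domain with fluorescein labeled Nrf2 9mer peptide probe; 0% = neutral control wells and 100% = peptide positive control; higher means more block of Keap1 binding to Nrf2 peptide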
# Target sequence (Q14145 whole entry, looked up, the tested form may be a part): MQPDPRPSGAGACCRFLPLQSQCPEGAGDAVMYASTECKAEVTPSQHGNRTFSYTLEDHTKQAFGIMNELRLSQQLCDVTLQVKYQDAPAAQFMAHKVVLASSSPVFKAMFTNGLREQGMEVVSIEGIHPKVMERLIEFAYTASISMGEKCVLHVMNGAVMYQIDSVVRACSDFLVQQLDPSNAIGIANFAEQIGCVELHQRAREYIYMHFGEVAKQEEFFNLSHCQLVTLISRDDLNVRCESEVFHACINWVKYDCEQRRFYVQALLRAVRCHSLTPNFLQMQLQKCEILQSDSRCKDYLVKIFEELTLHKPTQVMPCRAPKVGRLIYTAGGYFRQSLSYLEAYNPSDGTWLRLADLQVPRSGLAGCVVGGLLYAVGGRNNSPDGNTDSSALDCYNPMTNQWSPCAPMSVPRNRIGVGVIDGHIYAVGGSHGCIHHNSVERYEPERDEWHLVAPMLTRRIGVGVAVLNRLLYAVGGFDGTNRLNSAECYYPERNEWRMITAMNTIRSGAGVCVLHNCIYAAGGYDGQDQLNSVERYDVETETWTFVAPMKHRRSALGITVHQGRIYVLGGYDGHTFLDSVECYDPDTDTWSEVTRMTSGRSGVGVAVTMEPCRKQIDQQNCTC
# Starred values were filed as active, the others as inactive; · = not tested or not shown.
SMILES,RTF Ca sens inh,RTF Ca sens act,CAL PDZ FP-1,PKA-R2B act,SR-BI uptake up,LANA DNA inh,Rtt109 HAT inh,DAGLB inh,CAL PDZ FP-2,Keap1-Nrf2 PPI
CCOC(=O)c1c(C)[nH]c(C)c1S(=O)(=O)N(C)CC(=O)Nc1ccccc1OC,5,-3,-1.2,5,3,0.7,14,0,-2,-2
Cc1ccc(NC(NC(=O)Cc2ccccc2)C(Cl)(Cl)Cl)cc1 (stereo not given),-2,2,-0.2,-19,-2,-0.3,-11,-1,0,2
CCOC(=O)c1c(C)c(C(=O)O)n(C)c1C,-2,-4,-0.5,6,4,-0.5,-8,-6,1,3
COC(=O)C1C(=O)NCC1c1ccc(C)cc1 (stereo not given),0,-7,-4.0,4,37,-1.8,-1,1,·,2
O=C(Cn1c(O)c(/C=C2\C=Nc3ccccc32)sc1=O)N1CCOCC1,-4,3,0.9,-1,-15,0.0,-11,3,·,0
O=C(Nc1ccccc1NS(=O)(=O)c1ccc(F)cc1)C1CCCC1,-1,8,-2.2,5,-10,0.9,-27,2,-7,-1
Cc1cccc(NC(=O)C2CC2c2ccccc2)c1C (stereo not given),-3,0,-0.5,-8,3,0.0,1,-3,·,-3
CC1CCN(C(=O)C(C)OC(=O)CSc2ccc([N+](=O)[O-])cc2)CC1 (stereo not given),-1,1,-0.5,3,-1,0.0,-2,-3,1,-1
CCOC(=O)c1ccc(CSc2ncn[nH]2)o1,-8,2,0.8,4,8,-1.0,20,-2,-3,-3
CC(C)CNC(=O)COC(=O)c1cc(Cl)cc(Cl)c1N,-1,-1,·,-3,-2,1.1,11,-3,4,0
O=C(CCc1nc2ccccc2c(=O)[nH]1)OCc1ccc(Cl)cc1Cl,0,5,-1.7,-1,17,0.5,-16,-1,0,-1
Cn1c(SCC(=O)NCC2CCCO2)nnc1-c1ccc(Cl)cc1 (stereo not given),-1,-5,-1.5,0,26,-0.5,2,0,1,-1
CC(=O)c1cccc(NC(=O)CCc2nnc3ccc(NCc4ccc5c(c4)OCO5)nn23)c1,-4,0,-2.1,8,-3,0.1,0,1,-2,0
COc1ccc(C(C)=O)cc1COC(=O)c1cccnc1SC,-4,3,-0.4,-7,-30,-0.3,19,-2,-3,-6
COc1ccc(S(=O)(=O)N(CC(=O)N/N=C/c2ccccc2C(=O)O)c2ccccc2OC)cc1,7,0,-0.4,1,14,-1.5,5,0,-4,-1
O=[N+]([O-])c1ccc(Cl)cc1NCCCN1CCOCC1,-17,-5,-2.6,14,1,-1.5,-2,-1,-3,0
CCCC(=O)Nc1ccc(NC(=O)Cc2ccccc2)cn1,-15,4,-2.3,-8,-4,0.3,-8,-3,0,1
CCOc1cccc(C(=O)Nc2cccc(-c3nnc(-c4ccccc4)o3)c2)c1,0,1,-1.4,8,-60,0.5,-1,0,-1,0
Cc1cc2c(OCC(O)CN3CCCC3)cccc2[nH]1 (stereo not given),-5,6,-1.4,0,-20,1.3,8,-1,-5,-3
Cc1c(C#N)c2ccccc2n1CC(=O)N1CCCC1,-4,0,-2.5,-8,-4,-1.8,-4,-5,0,-3

# Brought forward from above: 3 compounds, then new ones.
SMILES,RTF Ca sens inh,RTF Ca sens act,CAL PDZ FP-1,PKA-R2B act,SR-BI uptake up,LANA DNA inh,Rtt109 HAT inh,DAGLB inh,CAL PDZ FP-2,Keap1-Nrf2 PPI
CCOc1cccc(C(=O)Nc2cccc(-c3nnc(-c4ccccc4)o3)c2)c1,0,1,-1.4,8,-60,0.5,-1,0,-1,0
Cc1cc2c(OCC(O)CN3CCCC3)cccc2[nH]1 (stereo not given),-5,6,-1.4,0,-20,1.3,8,-1,-5,-3
Cc1c(C#N)c2ccccc2n1CC(=O)N1CCCC1,-4,0,-2.5,-8,-4,-1.8,-4,-5,0,-3
Cn1c(CNC(=O)OC(C)(C)C)n[nH]c1=S,-1,2,28,1,15,·,0,0,-14,·
Cc1c(O)c(C)c2c(c1O)C(=O)C[C@@H](c1ccccc1)O2,0,6,-0.6,-1,37,0.1,1,-6,-4,0
COc1ccc2[nH]c(C(=O)N3CCCN(Cc4ccc(F)cc4)CC3)cc2c1,0,5,-3.2,3,·,1.4,8,0,-6,-6
COc1cccc(-c2c(-c3cc(OC)cc(OC)c3)n(C)c3ccc(-c4cnc(OC)nc4)cc23)c1,-17,8,1.1,-4,-45,1.0,-4,2,-1,1
CC1C(Br)C(=O)NC(=O)N1Cc1ccccc1 (stereo not given),-4,4,0.5,-9,16,-1.3,-10,1,-1,-2
CC1(C)OC(=O)N(c2ccccc2)C12C=Cc1c(ccc3ccccc13)O2 (stereo not given),1,1,-1.0,0,24,0.0,-1,0,1,-5
Cc1ccc(N(CN2C(=O)NC(C)(C)C2=O)CN2C(=O)NC(C)(C)C2=O)cc1,-11,2,-0.8,17,-4,-0.4,-14,1,6,1
COc1ccc(CCNC(=O)CSc2nnc(CNC(=O)c3c(F)cccc3Cl)o2)cc1OC,-1,-5,-1.4,-7,-14,2.2,-6,-2,-6,2
NC(=O)c1ccc(-c2nnn(CC(=O)Nc3cccc(S(=O)(=O)N4CCCC4)c3)n2)cc1,-4,-5,-0.1,-1,-26,-1.2,-4,0,-4,-1
O=C1CCN(S(=O)(=O)c2ccccc2)CCN1CCOCc1ccc(F)cc1,-6,4,-0.1,-7,2,1.5,-5,-10,2,3
O=C(CSc1ccc2nnc(CCNC(=O)c3ccc(F)cc3)n2n1)NCc1ccco1,6,-1,0.1,-4,16,-0.7,-8,-3,-1,2
CC1CCc2nn(CC(=O)Nc3ccc(F)cc3F)cc2C1 (stereo not given),4,2,-0.3,5,13,0.0,14,-2,·,-3
CC(C)CN1C(=O)/C(=C(/C#N)C(=O)NC2CCCCC2)c2ccccc21,-1,1,-1.8,-8,-19,0.5,5,-2,-1,-4
Cc1ccccc1-n1ncc2c1CC(C)(C)CC2NC(=O)CN1CCCC1=O (stereo not given),2,-3,-2.6,9,6,0.8,1,-1,-2,-2
COc1cccc(OCCOc2ccccc2OC(C)C)c1,1,-2,-0.8,-3,-30,-1.0,-40,-10,0,-3
COc1cccc(NC(=O)Nc2cccc(C)n2)c1,0,-7,-0.3,2,-8,-1.0,-8,-2,-5,-1
O=C(NN1CC(C(=O)OCc2ccc(Cl)cc2Cl)CC1=O)c1ccccc1 (stereo not given),-6,6,-2.4,10,·,1.8,3,0,·,-3
COc1ccc(CNc2nc(NCc3ccc(OC)cc3)c3[nH]cnc3n2)cc1,2,-7,-0.8,8,5,2.4,7,-7,5,-2
CC(C)(C)CC(=O)Nc1nn[nH]n1,-15,-2,0.7,-10,9,-1.7,-5,-3,8,0
CC(C)c1onc(C(=O)NC2CCCCC2)c1[N+](=O)[O-],-14,-1,-1.8,2,10,-0.8,2,-3,-2,3
Cc1cccc(C(=O)Nc2nnc(S(=O)(=O)N3CCC(C)CC3)s2)c1,6,-1,0.1,-7,-11,0.0,34,8,5,-6
COc1cc(OC)cc(-c2nnc(N(C)C(=O)c3ccncc3)s2)c1,-2,3,-0.9,-6,-45,-1.7,·,-6,-6,-3
Cc1ccc(NC(=O)C2CC(=O)NC(N3CCc4ccccc43)=N2)cc1 (stereo not given),5,8,-1.2,-4,0,-0.2,11,2,-4,-4
Cc1ccccc1N1CC(C(=O)N2CCCCCC2)CC1=O (stereo not given),5,11,0.1,1,3,-0.3,-8,-1,-4,-1
O=C(COC(=O)c1cccc(Cl)c1)NC(=O)NCc1ccccc1,-1,2,2.1,-3,27,-3.3,1,-3,-1,1
COc1ccc(OC)c(/C=C2\SC(=S)N(NS(=O)(=O)c3ccc(C)cc3)C2=O)c1,2,-6,-0.2,9,9,-0.8,-11,18,-3,3
COc1ccc(NS(=O)(=O)c2c(C)[nH]c(C)c2C(=O)N2CCCCC2)cc1Cl,-6,-1,-2.7,5,-10,-3.9,1,-2,2,5
Cc1ccc(-c2nc3ccccc3s2)cc1S(=O)(=O)N1CCCC1,3,0,-2.5,-1,-32,0.1,-5,-11,·,2
O=C(CCn1c(=O)oc2ccccc21)Nc1ccc(N2CCOCC2)cc1,6,-7,0.0,1,-35,-0.2,2,-4,1,-2
CCC(C)[C@H]1CNCCN1CCC12CC3CC(CC(C3)C1)C2 (stereo not given in full),-7,-2,-0.4,-9,0,-1.6,11,-2,1,1
c1cc2c(cc1CNc1ccc(N3CCOCC3)cc1)OCO2,3,2,0.5,-10,0,0.9,-1,8,-1,-5
O=C(OCC(=O)N1CCCCCC1)c1ccc([N+](=O)[O-])cc1Cl,-5,-1,0.0,0,-17,-1.2,-2,-2,·,-3
O=C(CCn1c(=S)oc2ccccc21)N1CCCCC1,-8,13,0.5,1,18,4.7,-8,-1,3,-7
OCCNCCOc1ccccc1F,-2,2,-1.3,0,·,-2.6,10,-2,-2,-5
O=C(CCc1ccccn1)N1CCCC(N2CCN(c3cccc(C(F)(F)F)c3)CC2)C1 (stereo not given),0,0,-2.1,-16,-8,1.3,1,-1,-3,1
O=C(c1cc(C2CC2)nn1-c1ccccc1)N1CCN(S(=O)(=O)c2cccc(F)c2)CC1,1,2,-0.1,4,4,0.2,16,-3,-3,0
Cc1cccc(CN2CCN(c3nc4nonc4nc3NC3CC3)CC2=O)c1,5,-5,0.2,-4,12,1.1,8,-1,4,-1
COc1ccc(NC(=O)N(CCC(C)C)C(C)c2ccccn2)c(OC)c1 (stereo not given),3,1,-0.9,-7,-43,-0.2,4,2,·,-7
COc1ccc2[nH]c3c(c2c1)CCN1C(=O)N([C@@H](C)C(=O)NC2CCCC2)C(=O)[C@]31C,-2,-2,-0.1,-9,-35,2.1,-1,0,0,1
COc1ccc(OC)c(NC(=O)c2cc(-c3cc(C)cc(C)c3O)n[nH]2)c1,-5,-4,-0.2,-12,-77,0.4,-3,-1,9,0
CN1C(=O)/C(=C/c2ccc(OCc3ccc(F)cc3)cc2)N(C)C1=S,-7,-7,·,9,10,4.5,-1,-2,-4,-2
CCOC(=O)C1(CCOc2ccccc2)CCN(Cc2cccs2)CC1,2,-4,-0.7,-5,6,-0.2,10,-7,6,0
Cc1cc(S(=O)(=O)N2CCN(Cc3ccc4c(c3)OCO4)CC2)cc(C)c1N1CCCC1=O,-4,9,-2.7,-3,-8,0.1,6,-6,·,-2
COc1ccc(NC(=O)C2CCCN2C(=O)OCc2ccccc2)c(OC)c1 (stereo not given),-5,-5,-0.6,4,-29,0.4,-1,0,0,1
